# Assay outcomes deposited in PubChem by National Center for Advancing Translational Sciences (NCATS).
# ALDH1A1 block – qHTS Assay for Inhibitors of Aldehyde Dehydrogenase 1 (ALDH1A1) | Potency, µM (doses to about 75.3 µM), for inactives: top-dose activity, negative = inhibition, actives largely listed as inhibitors | Aldehyde dehydrogenase 1A1 (Homo sapiens), P00352 | Purified ALDH1A1, NADH fluorescence, propionaldehyde substrate | AID 1030, 2008 | 220,000 tested, 7.3% active; active means well fitted inhibition curve with a large enough effect, not every such curve was filed as active; inconclusive means small, poorly fitted or top-dose-only effect, or another doubt; inactive means no such curve, though single readings can be large or run the other way;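 further: plate controls were no enzyme wells and a reference inhibitor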
# Target sequence (P00352 whole entry, looked up): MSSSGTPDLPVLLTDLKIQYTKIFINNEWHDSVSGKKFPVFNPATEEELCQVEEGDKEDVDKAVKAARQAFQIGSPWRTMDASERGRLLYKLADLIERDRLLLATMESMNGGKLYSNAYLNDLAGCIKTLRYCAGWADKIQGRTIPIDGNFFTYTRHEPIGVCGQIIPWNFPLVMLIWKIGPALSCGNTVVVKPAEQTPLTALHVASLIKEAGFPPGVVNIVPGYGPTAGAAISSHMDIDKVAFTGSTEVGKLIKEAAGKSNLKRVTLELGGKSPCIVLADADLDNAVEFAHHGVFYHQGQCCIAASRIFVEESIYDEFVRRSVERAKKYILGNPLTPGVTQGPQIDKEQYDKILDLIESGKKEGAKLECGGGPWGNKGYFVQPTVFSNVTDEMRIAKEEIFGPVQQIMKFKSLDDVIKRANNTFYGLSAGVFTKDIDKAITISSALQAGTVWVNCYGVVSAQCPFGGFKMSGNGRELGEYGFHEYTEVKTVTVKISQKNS
# LMNA splice mod – qHTS Assay for Modulators of Lamin A Splicing; HeLa LMNA splicing GFP/RFP minigene ratio, 48 h; Potency, µM (doses to about 46.1 µM), for the others: at the highest dose ratio change, negative = inhibition, actives largely listed as inhibitors; 200,000 tested, 0.01% active; AID 1487, 2009; active means well fitted inhibition curve with a large enough effect in the signal ratio, with a control signal flat, not every such curve was filed as active; inconclusive means small, poorly fitted or top-dose-only effect, or effect the other way, or a change in a side signal; the % refers to the signal ratio; further: on the % scale 0 is the no-effect control and ±100 the full control effect
#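 S3 HeLa stable clones carrying a lamin A-EGFP splicing minigene plus DsRed2 were seeded at 600 cells/well in Opti-MEM with 2% FBS, pin-dosed and incubated 48 h at 37°C. Acumen cytometry (488 nm) gave the GFP/RFP total-intensity ratio.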
# RECQ1 inh – qHTS Assay for Inhibitors of RecQ-Like Dna Helicase 1 (RECQ1) | AID 2549, 2010 | RECQ1 DNA unwinding, red fluorescence kinetic read | Potency, µM (doses to about 57.3 µM), for the others: at the top dose activity, negative = inhibition, hits mostly inhibitors | 240,000 tested, 0.54% active | ATP-dependent DNA helicase Q1 (Homo sapiens), P46063;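 further: plate controls were vehicle for no effect and no enzyme for full effect; nearly all actives have a fitted effect of over 30% in size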
#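 50 nM RECQ1T1 preincubated 15 min with compound in Tris pH 8.0 buffer with MgCl2, DTT, Tween-20 and 2.5 ug/ml poly(dI-dC); started with 200 nM TAMRA/BHQ-2 forked duplex and 2 mM ATP. Unwinding read as fluorescence (525/598 nm), two reads 2 h apart.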
# SMN2 splice enh – qHTS Assay for Enhancers of SMN2 Splice Variant Expression; HEK293 SMN2-luciferase splicing reporter, luminescence, 30-36 h; Potency, µM (top dose mostly 46.1 µM), inactives show at the highest dose activity change, positive = activation, most hits filed as activators; 210,000 tested, 2.8% active; AID 1458, 2008; further: % of control where 0% means no effect; nearly all actives have a fitted effect of over 55% in size
#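 HEK293 cells carry an SMN2 […]–luciferase reporter in which exon 7 inclusion puts luciferase in frame. Cells were plated 10-12 h before compound addition, then incubated 30-36 h at 37C. ONE-Glo luminescence was read; sodium butyrate at 4.5 mM final served as control.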
# Luc counter – Counterscreen for Luciferase (Kinase-Glo TM) Inhibition; Kinase-Glo luciferase, ATP luminescence, 8 min; 200,000 tested, 0.28% active; Potency, µM (doses to about 38.3 µM), inactives show at the highest dose activity change, negative = inhibition, usual class: inhibitors; AID 1379, 2008; further: on the % scale 0 is the no-effect control and ±100 the full control effect; nearly all actives have a fitted effect of over 60% in size
#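 Inhibition of Kinase-Glo luciferase light generation was assessed at 10 uM ATP in pH 7.2 imidazole buffer, with luminescence measured after eight minutes at ambient temperature.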
# Tau ThT inhib – qHTS for Inhibitors of Tau Fibril Formation, Thioflavin T Binding; recombinant tau K18 P301L (four-repeat tau fragment), heparin-induced fibrillization, ThT fluorescence; Potency, µM (highest dose often 57.4 µM), for inactives: top-dose activity, negative = inhibition, hits mostly inhibitors; 270,000 tested, 2.1% active; AID 1460, 2008; further: on the % scale 0 is the no-effect control and ±100 the full control effect; nearly all actives have a fitted effect of over 55% in size
# Target sequence (P10636 561-689 P618L limits assumed): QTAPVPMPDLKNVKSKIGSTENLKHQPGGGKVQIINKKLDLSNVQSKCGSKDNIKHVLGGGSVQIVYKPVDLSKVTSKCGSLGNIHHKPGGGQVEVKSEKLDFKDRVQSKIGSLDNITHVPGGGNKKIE
#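 Tau K18 P301L fragment (15 uM unlabeled plus 0.24 uM Alexa 594-labeled) in 100 mM sodium acetate pH 7 with compound, fibrillization induced by 20 uM heparin for 6 hr at 37 C. Thioflavin T (30 uM) added, fluorescence read after 1 hr (ex 450, em 510 nm).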
# JMJD2E inh – qHTS Assay for Inhibitors of Human Jumonji Domain Containing 2E (JMJD2E); Lysine-specific demethylase 4E (Homo sapiens), B2RXH2; JMJD2E catalytic domain, FDH-coupled NADH fluorescence (FDH is formaldehyde dehydrogenase); Potency, µM (highest dose often 57.1 µM), without a hit: at the top dose activity change, negative = inhibition, most hits filed as inhibitors; 230,000 tested, 1.6% active; active means well fitted inhibition curve with a large enough effect, not every such curve was filed as active; inconclusive means small, poorly fitted or top-dose-only effect, or another doubt; inactive means no such curve, though single readings can be large or run the other way;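 further: 0% = wells with enzyme and -100% = buffer wells without enzyme; nearly all actives have a fitted effect of over 50% in size; many of its hits are not listed in these tables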
# Target sequence (B2RXH2 1-337 limits assumed): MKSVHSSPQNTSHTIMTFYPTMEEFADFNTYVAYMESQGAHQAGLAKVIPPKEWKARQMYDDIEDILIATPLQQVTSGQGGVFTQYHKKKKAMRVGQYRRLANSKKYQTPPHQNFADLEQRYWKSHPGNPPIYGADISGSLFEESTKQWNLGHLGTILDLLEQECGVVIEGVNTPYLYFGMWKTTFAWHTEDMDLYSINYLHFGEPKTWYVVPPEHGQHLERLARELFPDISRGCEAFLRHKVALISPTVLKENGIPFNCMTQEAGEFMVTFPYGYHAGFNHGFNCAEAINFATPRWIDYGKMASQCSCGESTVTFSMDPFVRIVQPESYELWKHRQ
# L3MBTL1 inh – qHTS Assay for the Inhibitors of L3MBTL1 | 230,000 tested, 0.66% active | Lethal(3)malignant brain tumor-like protein 1 (Homo sapiens), Q9Y468 | AlphaScreen L3MBTL1–H3K9me1 peptide binding | Potency, µM (titrated, usually from 57.1 µM), without a hit: top-dose activity, negative = inhibition, most hits filed as inhibitors | AID 485360, 2010; further: on the % scale 0 is the no-effect control and ±100 the full control effect; nearly all actives have a fitted effect of over 60% in size
#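 L3MBTL1 (50 nM) pre-complexed 30 min with biotinylated H3(1-15)K9me1 peptide (75 nM), then compounds added for 30 min at room temperature; AlphaScreen streptavidin donor/nickel chelate acceptor beads (10 ug/mL final) read after 30 min dark incubation.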
# The depositor's hits bear a star; i = inactive; ? = inconclusive; . = no result given; [ ] = another dose, or the depositor's remark. Unless noted, the call rests on the fitted dose curve; in most records, active means well fitted curve in the direction sought with a large enough effect; inconclusive means small, poorly fitted or top-dose-only effect, or another doubt; inactive means no such curve, though single readings can be large; an effect the other way counts as inactive or inconclusive. Potency means the concentration at half of the fitted maximal effect. Some of the compounds tested; rates above refer to the full screens.
no. | structure | LMNA splice mod | L3MBTL1 inh | Tau ThT inhib | Luc counter | SMN2 splice enh | ALDH1A1 block | JMJD2E inh | RECQ1 inh
1 | CC(=O)c1ccc(N2CCN(C(=O)c3cc4c(-c5ccccc5F)nn(C)c4s3)CC2)cc1 | -5% | . | ? | 19% | -23% | ? | ? | -7%
2 | O=C(Cc1ccc(S(=O)(=O)N2CCOCC2)s1)NCCC(c1ccccc1)c1ccccc1 | 8% | . | -11% | -1% | -7% | -9% | -8% | ?
3 | COc1ccc(OCCSc2nnc(Cc3cccc4ccccc34)n2N)cc1 | ? | -22% | 8% | 0% | -15% | ? | -3% | -2%
4 | CN(C(=O)COc1ccccc1C(=O)NCCOc1ccccc1)c1ccccc1 | ? | -2% | -3% | 4% | -106%[inhibitor] | 6% | 2% | i
5 | COC(=O)[C@@]1(Cc2ccc(OC)cc2)[C@H]2c3cc(C(=O)N4CCCC4)n(CCN4CCOCC4)c3C[C@H]2CN1C(=O)c1ccccc1 | . | . | -8% | -3% | 2% | 3% | 1% | -11%
6 | CCCS(=O)(=O)N1CCN(CCCc2ccccc2)CC1 | 4% | 5% | -4% | 2% | 1% | -5% | -4% | i
7 | Cc1onc(-c2c(Cl)cccc2Cl)c1C(=O)ONC(=O)c1ccccc1 | . | -4% | -7% | . | . | ? | -9% | 4%
8 | CN1CCc2c(OCc3ccc(F)cc3)cccc2C1=O | . | -3% | -15% | 1% | -14% | -5% | -5% | ?
9 | CCOP(=O)(/C(C#N)=C(/O)c1ccccc1)c1ccccc1 (stereo not given) | . | 3% | -9% | . | . | . | -8% | 7%
10 | CSc1nc2c(c(=O)[nH]1)C(c1cccc(Cl)c1)CC(=O)N2 (stereo not given) | -22%[46 µM] | 4% | 4% | -1% | 11% | -1% | -1% | -8%
11 | CCC(=O)Nc1ccc(S(=O)(=O)Nc2ccccn2)cc1 | . | -7% | -1% | -3% | 6% | -2% | 0% | i
12 | O=C(CC1(O)C(=O)Nc2ccccc21)c1cccc(-n2cccc2)c1 (stereo not given) | . | -5%[11.4 µM] | -1% | -1% | 7% | 21% | -7% | -1%
13 | Cc1cc2ncn(C(=O)N3CCCCCC3)c2cc1C | ? | 9% | 0% | -2% | ? | -7% | 4% | -2%
14 | CC(C)Oc1ccc(N2CC(C(=O)NC3=NCCS3)CC2=O)cc1 (stereo not given) | 3%[46 µM] | -1% | 5% | -2% | . | 5% | 16% | 11%
15 | Cc1ccc(C)c(N(CC(=O)N/N=C/c2ccc(-c3ccc([N+](=O)[O-])cc3)o2)S(=O)(=O)c2ccccc2)c1 | 7% | -1% | ? | -10% | -8% | ? | -4% | -3%
16 | O=C1c2ccccc2C(=O)N1CCn1nc(Cl)nc1Cl | -3% | . | -7% | -4% | 11% | ? | ? | i
17 | CCCCn1c(N)c(N(CCC(C)C)C(=O)COC(=O)c2ccccc2)c(=O)[nH]c1=O | -4%[46 µM] | -20% | -4% | -5% | -2% | 4% | 11% | -7%
18 | O=C(c1ccco1)n1nc(NCc2ccccc2)nc1NCc1ccccc1 | -4% | -20%[11.4 µM] | -13% | 1% | 22% | 10% | 182%[activator] | -6%
19 | COc1ccccc1OCC(=O)NNC(=O)C(=O)N1CCCC1 | -9% | -8% | 1% | 3% | -4% | -2% | -2% | 4%
20 | COC(=O)c1sc(S(=O)(=O)Nc2ccc(C)cc2)c(C(=O)OC)c1C | -2% | -1% | 6% | -2% | 4% | ? | -13% | i

# Entries of single compounds, quoted from the list. Order of screens: LMNA splice mod, L3MBTL1 inh, Tau ThT inhib, Luc counter, SMN2 splice enh, ALDH1A1 block, JMJD2E inh, RECQ1 inh
# Listed for `CN1CCc2c(OCc3ccc(F)cc3)cccc2C1=O` = ., -3%, -15%, 1%, -14%, -5%, -5%, ?
# Listed for `COc1ccc(OCCSc2nnc(Cc3cccc4ccccc34)n2N)cc1` = ?, -22%, 8%, 0%, -15%, ?, -3%, -2%
# Listed for `Cc1cc2ncn(C(=O)N3CCCCCC3)c2cc1C` = ?, 9%, 0%, -2%, ?, -7%, 4%, -2%
# Listed for `COC(=O)[C@@]1(Cc2ccc(OC)cc2)[C@H]2c3cc(C(=O)N4CCCC4)n(CCN4CCOCC4)c3C[C@H]2CN1C(=O)c1ccccc1` = ., ., -8%, -3%, 2%, 3%, 1%, -11%
# Listed for `CSc1nc2c(c(=O)[nH]1)C(c1cccc(Cl)c1)CC(=O)N2` (stereo not given) = -22%[46 µM], 4%, 4%, -1%, 11%, -1%, -1%, -8%

# Additional entries
no. | structure | LMNA splice mod | L3MBTL1 inh | Tau ThT inhib | Luc counter | SMN2 splice enh | ALDH1A1 block | JMJD2E inh | RECQ1 inh
21 | COCC(C)n1c(C)cc(C(=O)CSc2nc3ccccc3c(=O)[nH]2)c1C (stereo not given) | ? | -2% | -16% | -5% | -42%[inhibitor] | -8% | ? | -8%
22 | CC(CN1CCOCC1)C(=O)c1ccccc1 (stereo not given) | ? | . | -4% | 2% | -9% | 32µM* | -3% | 1%
23 | COCCn1c(C)cc(C(=O)COC(=O)CNC(=O)c2ccccc2)c1C | -3% | -1% | -10% | 3% | 3% | -4% | 2% | 2%
24 | Cc1ccc(NC(=O)c2cc(NC(=O)C3CC=CCC3C(=O)O)ccc2N2CCOCC2)cc1 (stereo not given) | 0% | 5% | -1% | 2% | -7% | 13µM* | 9% | i
25 | CCC(NS(=O)(=O)c1ccc(C)cc1)C(=O)N1CCC2(O)CCCCC2C1 (stereo not given) | 2% | -5% | 13% | 0% | 19% | -3% | 0% | -14%
26 | C[N+]1(CC(=O)Nc2ccc(F)cc2)CCN(C(=O)c2ccco2)CC1 | -8% | 3% | -4% | -3% | -10% | -8% | 4% | i
27 | CCCCC(CC)C(=O)Oc1ccc(O)c(C(C)(C)C)c1 (stereo not given) | . | 66%[activator] | -6% | 0% | -11% | -1% | -1% | 15%
28 | N#Cc1c(NC(=O)CSc2nc(-c3ccccc3)cc(C(F)(F)F)n2)sc2c1CCC2 | -11% | 6% | 8% | -1% | -19% | -9% | 5% | -6%
29 | Fc1ccc2[nH]c3c(c2c1)CN(C(=S)NCc1ccccc1)CC3 | . | -8% | ? | . | . | ? | -17% | -18%
30 | COc1cccc(-n2c(SCC(=O)Nc3cc(C)on3)nc3c([nH]c4ccccc43)c2=O)c1 | -7% | 3% | 8% | 8% | ? | ? | -5% | 0%
31 | CC(C)CCNC(=O)/C=C/c1ccc(Br)cc1 | -5% | 12% | -11% | -1% | -6% | 8% | 1% | -5%
32 | O=C(Nc1ccccc1OC(F)F)c1oc2ccccc2c1COc1ccccc1 | -1% | -2% | -3% | -1% | -7% | ? | ? | -2%
33 | CC(C)C(O)(C#CCN1CCCC1)c1ccccc1 (stereo not given) | 3% | -4% | -4% | -5% | -10% | -1% | 6% | -10%
34 | O=C(Nc1ccc2[nH]c(=O)[nH]c2c1)c1ccc(Cl)c(Cl)c1 | ? | 4% | ? | 1% | 12% | -8% | ? | -1%
35 | Cc1sc2cc3c(c(C(=O)c4ccccc4)[n+]2c1C)-c1cccc2cccc-3c12 | ? | -4% | ? | -1% | -61%[inhibitor] | -2% | ? | -10%
36 | COC(=O)c1ccccc1NC(=O)CSc1nc(O)c(-c2ccccc2)c(=O)[nH]1 | 15%[46 µM] | -26% | ? | 1% | 17% | -3% | 8% | i
37 | Cc1ccc(C(=O)N/N=C\c2sccc2C)cn1 | ? | -18% | -11% | -8% | ? | -8% | 4% | -4%
38 | Cc1cc(C(=O)OCC(=O)c2cccc([N+](=O)[O-])c2)c2cccc(C)c2n1 | 4% | -11% | -16% | 0% | 2% | 22µM* | -17% | ?
39 | CC(=O)NCC(=O)OCC(=O)Nc1ccc(C(C)=O)cc1 | 8% | -7% | 3% | -3% | 9% | 22µM* | -21% | -8%
40 | O=C(O)CCCn1nc(-c2ccccc2)c2ccccc21 | -7% | 9% | -14% | 3% | 5% | 0% | ? | -16%
41 | O=C(Nc1ccc(N2CCOCC2)c(Cl)c1)c1ccc([N+](=O)[O-])o1 | . | -12% | ? | -2% | ? | ? | -3% | i
42 | CC12CC3(C)CC(C)(C1)CC(C(=O)NC(=S)NC(C)(C)C)(C2)C3 | -1% | -7% | 7% | 0% | ? | ? | -1% | 1%
43 | CC(C)CNC(=O)C(=O)NNC(=O)c1ccco1 | 18%[46 µM] | 11% | -13% | 0% | . | 2% | -2% | -5%
44 | O=C(COc1ccc(Cl)cc1Cl)NN=C1c2ccccc2-c2ccccc21 | ? | 0% | ? | 1% | -5% | -4% | 0% | 8%
45 | Cc1ccc(-c2nnc(Nc3ccc(C(=O)N(C)C)cc3)c3ccccc23)cc1S(=O)(=O)NC(C)(C)CO | . | -5% | -5% | . | . | . | ? | -13%
46 | CN1CC(=O)N(CC(=O)Nc2ccc(Cl)c(C(F)(F)F)c2)C1=O | 3% | 9% | -4% | -3% | -26% | 15% | 6% | i
47 | O=C(Cc1ccccc1)Nc1scc(-c2ccccc2)c1C(=O)N1CCOCC1 | -4% | . | -1% | -3% | -9% | -3% | 0% | -1%
48 | O=C(Nc1ccc(-c2nc3cc(Cl)ccc3c(=O)o2)cc1)c1ccco1 | -11% | -9% | -14% | 0% | 20% | ? | ? | -9%
49 | CCc1nnc2c3cnn(-c4ccccc4)c3ncn12 | -1% | . | ? | -1% | 21% | ? | -26% | -1%
